From PubChem BioAssay
CRFBP-R2 block = antagonists of CRF-binding protein/CRF-R2 receptor complex; inhibition, % at 11.8 µM; HEK293 CRF-R2/CRF-BP, CRF-induced calcium fluorescence; AID 588475; 350,000 tested, 0.59% active;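 active means inhibition of the ligand-induced calcium signal above about 50% at the single tested concentration, limit read from the data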
CRFR2-BP ag = CRF-BP/CRF-R2 complex agonism; HEK293 CRF-R2/CRF-BP, calcium dye fluorescence (FLIPR); percent of saturating CRF peptide response; activation, % at 13.2 µM; 350,000 tested, 0.46% active;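 active means activation of at least 50%, plus an integration ratio under a set limit after plate pattern correction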;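 further: plate controls were neutral control wells without compound for no effect and CRF at EC100 for full effect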
M4 ag = CHRM4 agonism in calcium assay | CHO-K1 hM4/Gqi5, Fluo-8 calcium fluorescence; vehicle 0%, full acetylcholine response 100% | activation, % at 3 µM | AID 624127 | P08173 | 360,000 tested, 0.14% active;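 active means activation above the run mean over all test wells plus 3 SD, cut at about 32% in these data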;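 further: peak over basal fluorescence ratio per well then scaled between controls; 0% = DMSO wells and 100% = acetylcholine at EC100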
M5 antag = blocks acetylcholine activation of human M5 receptor. P08912. CHO-hM5 cells, Fluo-8 calcium fluorescence, ACh EC80. inhibition, % at 3 µM. 360,000 tested, 0.59% active. AID 624040;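 active means inhibition above a per-plate cutoff, the mean of that plate's test compounds plus 3 SD, cut at about 27% in these data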;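 further: 0% = acetylcholine EC80 with DMSO and 100% = DMSO without agonist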
Target sequence (P08912 whole entry, looked up): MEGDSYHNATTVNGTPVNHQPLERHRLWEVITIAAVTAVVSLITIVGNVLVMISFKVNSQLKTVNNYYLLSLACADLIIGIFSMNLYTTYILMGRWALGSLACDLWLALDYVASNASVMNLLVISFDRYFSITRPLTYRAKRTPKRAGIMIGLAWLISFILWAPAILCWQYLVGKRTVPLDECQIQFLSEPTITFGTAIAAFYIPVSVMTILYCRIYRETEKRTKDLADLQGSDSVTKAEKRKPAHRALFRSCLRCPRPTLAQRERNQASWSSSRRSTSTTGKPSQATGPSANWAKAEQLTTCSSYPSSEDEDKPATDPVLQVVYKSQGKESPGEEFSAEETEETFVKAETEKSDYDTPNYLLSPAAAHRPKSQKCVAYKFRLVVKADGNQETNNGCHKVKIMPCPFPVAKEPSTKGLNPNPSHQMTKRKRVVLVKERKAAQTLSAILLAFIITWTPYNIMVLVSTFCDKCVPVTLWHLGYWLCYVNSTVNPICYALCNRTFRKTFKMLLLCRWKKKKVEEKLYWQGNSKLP
M5 ag = agonists of human muscarinic M5 receptor (CHRM5) | P08912 | CHO-K1 hM5 cells, Fluo-8 calcium fluorescence; 0% DMSO wells, 100% maximal acetylcholine response | activation, % at 3 µM | 360,000 tested, 0.19% active | AID 624037;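 active means activation above the run's mean over test compounds plus 3 SD, cut at about 23% in these data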;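 further: signal is peak over basal fluorescence ratio across the kinetic read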
CHRM1 PAM = potentiates human M1 receptor response to acetylcholine | P11229 | CHO-K1 hM1, Fluo-8 calcium fluorescence, ACh EC20; 0% = ACh EC20, 100% = maximal ACh | activation, % at 3 µM | 360,000 tested, 0.088% active | AID 588819; in the data active means activation above about 19%, passing the limit was not always enough
Target sequence (P11229 whole entry, looked up): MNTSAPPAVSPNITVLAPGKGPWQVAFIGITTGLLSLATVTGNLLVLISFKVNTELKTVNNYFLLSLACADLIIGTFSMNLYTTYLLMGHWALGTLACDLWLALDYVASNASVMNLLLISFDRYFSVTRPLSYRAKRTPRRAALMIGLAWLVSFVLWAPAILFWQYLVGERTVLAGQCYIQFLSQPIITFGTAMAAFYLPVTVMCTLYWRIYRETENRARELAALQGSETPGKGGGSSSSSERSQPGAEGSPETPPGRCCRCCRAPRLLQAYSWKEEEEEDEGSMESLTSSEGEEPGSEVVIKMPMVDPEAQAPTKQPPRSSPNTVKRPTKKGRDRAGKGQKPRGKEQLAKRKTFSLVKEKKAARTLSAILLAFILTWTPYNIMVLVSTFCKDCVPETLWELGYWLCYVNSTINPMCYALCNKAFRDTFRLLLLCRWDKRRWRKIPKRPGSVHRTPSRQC
CHRM4 PAM = positive allosteric modulators of human muscarinic M4 receptor; P08173; AID 624126; activation, % at 3 µM; CHO-K1 hM4/Gqi5, Fluo-8 calcium fluorescence, ACh EC20; 0% = ACh EC20, 100% = maximal ACh; 360,000 tested, 0.4% active;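 active means activation above its plate's cutoff, the mean activation of sample wells plus 3 SD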; further: some results filed as inactive read as strong as hits
M5 PAM = potentiates acetylcholine response at human M5 receptor. P08912. CHO-K1 hM5, Fluo-8 calcium, ACh EC20 PAM; 0% = ACh EC20, 100% = ACh EC100. activation, % at 3 µM. 360,000 tested, 0.3% active. AID 624038;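 active means activation above the run cutoff, the mean activation of all test compounds plus 3 SD, cut at about 18% in these data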
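Assay system: CHO-K1 hM5 cells / Incubation: Fluo-8 loading 80 min at 37 °C plus 30 min room temperature / Technique: Fluo-8 calcium dye fluorescence, kinetic read / Repeats: single replicate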
M4 antag = antagonists of human muscarinic M4 receptor (CHRM4); P08173; CHO-hM4 cells, ACh EC80, Fluo-8 calcium fluorescence; inhibition, % at 3 µM; 360,000 tested, 0.73% active; AID 624125;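 active means inhibition above its plate's cutoff, the mean inhibition of sample wells plus 3 SD, cut at about 27% in these data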;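 further: 0% = acetylcholine EC80 with DMSO and 100% = DMSO without agonist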
Numbers without * were called inactive; · = no result given. Random draw from the library; any-hit rate near 2.6%.

Compound,CRFBP-R2 block,CRFR2-BP ag,M4 ag,M5 antag,M5 ag,CHRM1 PAM,CHRM4 PAM,M5 PAM,M4 antag
O=C(CC1Sc2ccccc2NC1=O)NNc1cccc(Cl)c1Cl (configuration not stated),-54,-0.3,0,8,0,2,3,-3,-2
O=C1CC(N2CCSCC2)C(=O)N1c1cccc(Br)c1 (configuration not stated),-11,-4.5,2,-7,-5,9,1,3,-9
COc1ccc(NC(=O)c2cn3c(nc4ccccc43)c(C#N)c2C)cc1,1,-0.6,1,5,1,8,7,-5,-9
O=C(COC(=O)/C=C/c1nc2ccccc2s1)Nc1ccccc1Oc1ccccc1,7,0.2,0,-6,-1,13,5,2,1
O=C(Nc1nc2ccccc2[nH]1)c1ccc(Br)o1,-4,-4.6,15,15,1,-1,-5,-9,-5
CCOCCCN(C(=O)Cn1nnc(-c2ccc(C)o2)n1)C(C(=O)NC1CCCC1)c1ccco1 (configuration not stated),0,-1.5,0,-2,-3,11,-2,10,5
N#CCC(=O)Nc1ccc(C(=O)OCC(=O)NC(=O)Nc2ccc3c(c2)OCCO3)cc1,6,-0.3,2,12,-2,-17,-1,-4,0
S=C(Nc1cccnc1)NC1CC2CCC1C2 (configuration not stated),0,-0.1,1,6,-1,4,0,-5,-1
CN(C(=O)c1ccc(NC(=O)Cc2ccc(NC(=O)C3CCN(C(=O)c4ccccc4)CC3)cc2)cc1)C1CCCC1,13,-2.2,0,4,0,11,5,-1,2
O=C(Nc1ccncc1NC(=O)c1cccc([N+](=O)[O-])c1)c1cccc([N+](=O)[O-])c1,-4,0.0,2,3,-1,8,2,0,9
CCOC(=O)c1cc2sc(C)cc2n1CC(=O)N1CCc2ccccc21,9,-0.5,1,-2,1,5,-2,4,7
CC1CN(C(c2ccco2)c2sc3ncnn3c2O)CC(C)O1 (configuration not stated),82*,0.2,2,-1,0,6,3,1,5
COc1ccc(C(=O)NC(=S)Nc2cccc(Cl)c2N2CCOCC2)cc1[N+](=O)[O-],8,2.8,1,24,-2,0,0,-10,-1
CNc1ncnc(NC)c1[N+](=O)[O-],-4,2.9,0,10,2,19,4,2,-4
O=C(O)CCCC(=O)N1N=C(c2ccccc2)CC1c1ccc2c(c1)OCO2 (configuration not stated),10,0.1,0,13,-5,-2,-8,-9,4
COc1cccc(C2/C(=C(\O)c3ccc4c(c3)OCCO4)C(=O)C(=O)N2c2nnc(C)s2)c1 (configuration not stated),-9,9.2,1,3,-2,6,2,-2,-7
Cc1ccc(NC(=O)Cn2sc3ccccc3c2=O)cc1,4,-1.0,6,5,7,4,-1,-3,3
Fc1ccc(-c2nnc(-c3ccc4ccccc4c3)o2)cc1,-7,-1.0,3,-11,3,12,13,13,-1
C=CCn1c(=O)c2ccccc2n2c(SCc3cc(=O)n4ccsc4n3)nnc12,-7,-1.9,1,0,-6,1,10,4,-16
O=C(/C=C/c1ccc(Cl)c([N+](=O)[O-])c1)c1ccc(O)cc1,-5,-2.5,4,-1,5,3,-4,5,2
O=C(/C=C/c1ccco1)N(Cc1ccc(F)cc1)C1CCS(=O)(=O)C1 (configuration not stated),-5,-0.8,1,6,-2,7,-2,0,2
Cc1ccc(Cn2nc(C)c(C(=O)NCC(c3cccs3)N3CCOCC3)c2Cl)cc1 (configuration not stated),4,-1.0,27,18,1,-8,-9,-34,-12
Cc1oc(-c2cccc(Cl)c2)nc1CN1CCC(C(=O)NCC2CCCO2)CC1 (configuration not stated),22,-0.2,1,-1,-2,4,5,6,0
COc1ccc(S(=O)(=O)Nc2ccccc2C(=O)NCc2cccnc2)cc1C,4,-0.3,3,3,-1,5,-6,2,-2
CNC(=O)N(O)C1N(/N=C/c2ccc(SC)cc2)C(=S)SC1(C)C (configuration not stated),6,4.5,6,6,-1,11,5,-3,-4
COc1ccc(NC(C(=O)Nc2cccc(C(C)=O)c2)c2ccccc2)cc1 (configuration not stated),-3,-0.3,1,-2,-2,2,-11,-3,3
CC(C)(C)c1ccc(NC(=O)COc2ccc(-n3ccnc3)cc2)cc1,-5,-1.4,14,17,-1,-7,-9,-14,22
O=C(CN1CCN(c2ccccc2F)CC1)NC(=O)NCc1ccco1,6,0.7,1,-12,-3,12,-1,1,2
Cc1n[nH]c(C)c1S(=O)(=O)N1CCCC(C(=O)NCc2ccc(F)cc2)C1 (configuration not stated),3,-4.0,1,5,-1,5,0,5,-10
Cc1ccccc1C(=O)N[C@H](C(=O)Nc1ccc(Cl)c(Cl)c1)C(C)C,6,0.5,-1,3,-2,-4,0,-3,-5
Cc1cccc(NC(=O)NCC(F)(F)F)n1,-9,-0.3,0,3,-2,8,11,4,-11
O=C(c1cc(Br)c(Br)s1)N1CCN(c2ccccn2)CC1,4,-0.7,16,14,-2,-15,5,-10,11
COc1cc(C(=O)NCCCN2CCCC2=O)cc(Br)c1OCc1ccccc1,2,-0.1,4,0,2,5,8,3,-8
O=C(Nc1nnc(-c2ccc(F)cc2)o1)c1ccc(S(=O)(=O)N2CCOCC2)cc1,0,-3.0,0,4,-2,2,-2,-1,-5
Cc1ccc(S(=O)(=O)N2CCCCC2)cc1NC(=O)C1CC(=O)N(c2ccc3c(c2)OCCO3)C1 (configuration not stated),3,2.3,1,-5,-3,6,-4,1,7
CCOC(=O)C1=C(C)NC(=O)C1(NC(=O)c1cccnc1)C(F)(F)F (configuration not stated),-17,-0.2,2,9,-1,2,8,-1,3
Cc1nnc(SCC(=O)NC(C)(C)C)n1NCc1c(F)cccc1Cl,-4,6.3,1,7,4,12,16,6,9
O=C(COC(=O)/C=C/c1ccccc1)NCc1ccco1,11,-1.9,3,6,-1,9,3,-6,-4
CN(C)C(=O)c1ccc(NC(=O)COc2cccc3c2OC(C)(C)C3)cc1,4,-0.7,6,-4,3,-4,4,-2,-7
Cc1ccc(C(=O)N2CCCC2(C)C(=O)NCC(C)C)cc1F (configuration not stated),·,·,2,-4,0,12,13,3,-9
O=C(NCC1CCCO1)c1cccnc1NCc1ccc(F)cc1 (configuration not stated),9,-2.9,1,-2,2,0,1,8,2
COc1cccc(CN2CC(C(=O)N(C)Cc3ccc(C)cc3)CCC2=O)c1 (configuration not stated),-1,-2.7,2,6,-3,15,-3,-3,7
CC(Nc1ncnc2sccc12)c1ccccc1 (configuration not stated),16,-0.3,13,33*,6,-12,-4,-12,14
COc1ccc(-c2c(-c3ccccc3OC)oc3ccccc23)cn1,0,3.4,-1,7,-2,0,-3,-4,6
CC(=O)c1ccc(S(=O)(=O)N(Cc2cc3cc4c(cc3[nH]c2=O)OCCO4)CC2CCCO2)cc1 (configuration not stated),-18,1.6,2,4,3,3,-7,-7,-9
CCOc1ccccc1NC(=O)Nc1ccc(OC)nc1,0,-0.2,4,-4,0,15,-2,-3,-7
CC1CN(S(=O)(=O)c2cccc(C(=O)Nc3ccccc3N3CCCCC3)c2)CC(C)O1 (configuration not stated),-6,0.8,-2,6,0,4,2,0,-8
O=C(NCC(=O)N1CCN(c2ccccn2)CC1)c1ccc(Br)o1,5,0.1,2,-3,0,0,2,1,6

Part of the list above, with the structure last.
CRFBP-R2 block	CRFR2-BP ag	M4 ag	M5 antag	M5 ag	CHRM1 PAM	CHRM4 PAM	M5 PAM	M4 antag	Structure
-6	0.8	-2	6	0	4	2	0	-8	CC1CN(S(=O)(=O)c2cccc(C(=O)Nc3ccccc3N3CCCCC3)c2)CC(C)O1 (configuration not stated)
5	0.1	2	-3	0	0	2	1	6	O=C(NCC(=O)N1CCN(c2ccccn2)CC1)c1ccc(Br)o1

Next results:
Compound,CRFBP-R2 block,CRFR2-BP ag,M4 ag,M5 antag,M5 ag,CHRM1 PAM,CHRM4 PAM,M5 PAM,M4 antag
O=C(COc1ccccc1)Nc1ccccc1C(=O)NCc1ccco1,-9,0.2,9,11,-1,-2,-10,-14,2
COc1ccc(NC(=O)C(c2ccccc2)n2c(=O)c(-c3cc4ccccc4[nH]3)nc3ccccc32)cc1 (configuration not stated),·,·,5,9,1,·,-1,-4,-5
CN1CCN(C(=O)c2ccc(Cc3cn(C)c4ccccc34)nc2)CC1,·,·,2,-10,-1,-1,6,0,-25
CC1CCc2cc(F)ccc2N1C(=O)CSc1nnc2c(n1)[nH]c1ccccc12 (configuration not stated),10,-1.1,10,1,0,-12,-12,-15,7
Cc1ccccc1N=CC=C1OC(C)(C)C(C)(C)O1,19,-1.0,1,0,1,6,-2,-4,-1
Nc1cc(C(=O)OCC(=O)NC(c2ccccc2)c2ccccc2)ccc1Cl,1,-3.0,1,-6,2,-4,-1,4,-5
CC(C)CCNC(=O)c1ccccc1NC(=O)C1=CSCCO1,1,-1.6,4,5,-3,-4,-8,-2,-11
COc1ccc(CN(C)C(=O)C(Cc2ccccc2)NC(=O)c2ccccc2)c(OC)c1OC (configuration not stated),9,0.7,14,15,4,-8,-12,-13,10
COc1ccccc1CNC(=O)C(C)n1cccc1C(=O)c1ccccc1 (configuration not stated),30,-6.5,5,7,-4,3,-6,-2,-8
COc1ccc2[nH]c(=O)c(CN(CCO)C(=O)c3ccccc3F)cc2c1,-8,-2.5,1,0,-1,1,-3,2,4
CN1CCN(C(=O)c2ccc3c(c2)N(Cc2ccc(Cl)cc2)C(=O)c2ccccc2S3=O)CC1 (configuration not stated),-4,-0.7,2,-4,0,4,7,-1,-22
COc1ccc(NS(=O)(=O)c2ccc(N3CCN(CCO)CC3)c([N+](=O)[O-])c2)cc1,7,-0.5,8,22,-5,-4,-4,-7,12
CC(=O)OCCN(CCCn1c(-c2ccncc2)nc2ccccc21)c1nc(-c2ccc(C)cc2)cs1,-4,-0.7,3,-1,1,3,5,2,-5
COc1ccc(CN(C)CC(O)COC(c2ccc(OC)cc2)c2ccc(OC)cc2)cc1 (configuration not stated),-18,-0.3,10,8,0,11,-3,3,5
Cc1ccc(Nc2c(-c3ccc(C)o3)nc3ncccn23)cc1,3,-0.5,2,-4,10,5,11,6,6
C=CCNC(=O)c1cc2cc(Cl)ccc2nc1N,·,·,2,-2,2,·,-4,-10,6
COc1cc(OC)cc(C(=O)NC(=S)Nc2ccc(NC(=O)c3ccco3)cc2)c1,-38,-0.2,1,-15,0,9,12,8,-6
CC(O)CNc1nc2c(c(=O)n(C)c(=O)n2C)n1C/C=C/c1ccccc1 (configuration not stated),5,0.7,3,-2,4,-2,2,-3,0
C=CCN1C=CC(=O)[C@@H](O)[C@H]1c1ccccc1Br,9,0.8,0,7,2,4,3,-4,-5
OCCNc1nc2ccccc2n1CCN1CCCCC1,-21,-1.8,1,-8,-1,-5,-1,1,8
CCC(C)NC(=O)Nc1ccc(Br)cc1 (configuration not stated),-1,-2.4,2,7,-2,3,-3,-4,0

Given with values under each structure: entries from further up
Below each SMILES – CRFBP-R2 block | CRFR2-BP ag | M4 ag | M5 antag | M5 ag | CHRM1 PAM | CHRM4 PAM | M5 PAM | M4 antag
C=CCN1C=CC(=O)[C@@H](O)[C@H]1c1ccccc1Br
 : 9 | 0.8 | 0 | 7 | 2 | 4 | 3 | -4 | -5
C=CCn1c(=O)c2ccccc2n2c(SCc3cc(=O)n4ccsc4n3)nnc12
 : -7 | -1.9 | 1 | 0 | -6 | 1 | 10 | 4 | -16
